High-throughput results deposited in PubChem BioAssay by National Center for Advancing Translational Sciences (NCATS).
USP2a block: blocks human ubiquitin-specific protease USP2a. O75604. USP2 core, Ub-CHOP2 coupled fluorogenic reporter, 485/531. Potency, µM (highest dose often 38.3 µM), without a hit: at the highest dose activity change, negative = inhibition, most hits filed as inhibitors. 330,000 compounds, 0.01% hits. AID 463254;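 also: potency is read from the fitted curve at half-maximal effect; plate controls were DMSO wells for no effect and full inhibition by NEM control for full effect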
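USP2 core (10nM final) preincubated 30min RT with compound in 20mM Tris-HCl pH 8.0, 2mM CaCl2, 2mM beta-mercaptoethanol, 0.05% CHAPS; 25nM Ub-CHOP2 plus 25nM reporter substrate added, fluorescence (Ex485/Em531) read after 60min.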
Eya2 phos inh: Eya2 (human) phosphatase inhibition; O00167; recombinant Eya2, OMFP fluorescence dephosphorylation (OMFP is methylfluorescein phosphate); Potency, µM (series often up to 76.9 µM), for the others: at the highest dose activity, negative = inhibition, actives largely listed as inhibitors; 330,000 compounds, 0.006% hits; AID 488837; also: potency is read from the fitted curve at half-maximal effect; % is scaled to controls: 0 for no effect and ±100 for the full control effect
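Eya2 protein (added as 0.2 uM solution) was preincubated with compound for 10 min at ambient temperature in 50 mM HEPES pH 7.5, 50 mM NaCl, 5 uM MgCl2, 0.05% BSA, 1 mM DTT. OMFP (added at 50 uM) then reacted 10 min; fluorescence read at 485/525 nm.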
ELG1 repair inh: blocks ELG1-dependent DNA repair in HEK293T cells | Potency, µM (doses to about 46.1 µM), without a hit: top-dose activity change, negative = inhibition, most hits filed as inhibitors | 330,000 compounds, 2.3% hits | HEK293T ELG1-luciferase reporter, luminescence, 16 h; DNA damage induced by 5-fluorouridine; also: potency is read from the fitted curve at half-maximal effect; % is scaled to controls: 0 for no effect and ±100 for the full control effect; nearly all actives have a fitted effect of over 55% in size
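Quantitative HTS, concentration-response format. 2,000 cells/well co-treated with 5-fluorouridine and compound, 16 hr in 5% CO2 at 37 °C; ONE-Glo luminescence read after 30 min.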
Mito fusion yeast: inhibitors of mitochondrial division or activators of mitochondrial fusion | Potency, µM (highest dose often 46.1 µM), without a hit: at the highest dose growth rescue (activation), usual class: activators | AID 485298 | 320,000 compounds, 0.23% hits | S. cerevisiae fusion-defective mutant growth rescue, CellTiterGlo 48 h;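 also: potency is read from the fitted curve at half-maximal effect; % of control where 0% means no effect; nearly all actives have a fitted effect of over 45% in size; temperature-sensitive fusion mutants such as fzo1-1 at 37 °C on non-fermentable ethanol glycerol medium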
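Compounds are tested for their ability to restore growth of mitochondrial fusion-defective yeast strains at non-permissive 37C in YPEG medium over 48 hours. Viability is quantified by luciferase luminescence.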
AT treatment: potential ataxia-telangiectasia treatments restoring KAP-1 phosphorylation; Potency, µM (highest dose often 57.5 µM), without a hit: at the top dose activation, usual class: activators; AID 485349; […] A-T fibroblasts, KAP-1 phosphorylation AlphaLISA; neocarzinostatin DNA damage 30 min before lysis; 320,000 compounds, 0.19% hits; also: potency is read from the fitted curve at half-maximal effect; % of control where 0% means no effect; nearly all actives have a fitted effect of over 45% in size
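ATM-like activity read as KAP-1 phosphorylation via AlphaLISA donor/acceptor antibody pairs after lysis and 6 hr at 25C. Cells were ATM-null patient fibroblasts ([…], hTERT), dosed 60 min, then exposed to the DSB inducer NCS for 30 min.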
TSHR antagonist: blocks TSH signaling through the human TSH receptor. TSHR-expressing cells, TSH-stimulated cAMP HTRF, 2 h; stronger effect = lower value. 330,000 compounds, 0.2% hits. P16473. AID 504810. activity change, negative = inhibition, % at 11.5 µM;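 active = activity change below a set negative limit, meaning inhibition stronger than a set level, cut at about -70% in these data; inconclusive = activity change between two set negative limits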; also: % is scaled to controls: 0 for no effect and ±100 for the full control effect
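TSHR-expressing cells, 200/well, pre-treated with compound, then stimulated with EC80 TSH (4nM final) for 2 hours at 37 deg C. cAMP measured by competitive HTRF: anti-cAMP cryptate antibody in lysis buffer plus cAMP-d2, read after 30 minutes at room temperature.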
KCNH2 WT inh: inhibitors of human wildtype KCNH2 potassium channel. Q12809. U2OS, BacMam KCNH2, thallium flux FluxOr; stronger effect = lower value. activity change, % at 1.84 µM. 340,000 compounds, 0.37% hits. AID 720551;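 active = maximum activity change below -70%; inconclusive = maximum activity change between -70% and -50%; inactive = maximum activity change above -50%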; also: % is scaled to controls: 0 for no effect and ±100 for the full control effect
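U2OS cells transduced with wild-type KCNH2 virus are loaded with FluxOr dye for 45 min, and thallium flux is measured in kinetic reads before and after stimulation buffer. Rate constants are normalized to DMSO controls.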
KCNH2 3.1 block: KCNH2 3.1 (human) potassium channel inhibition. activity change, % (tested at about 1.8 µM). U2OS KCNH2 3.1, thallium flux FluxOr; stronger effect = lower value. 340,000 compounds, 0.95% hits;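 active = maximum activity change below -70%; inconclusive = maximum activity change from -70% to -50%; inactive = maximum activity change above -50%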;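 also: thallium influx rate constant from kinetic fluorescence after stimulation buffer; % is scaled to controls: 0 for no effect and ±100 for the full control effect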
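U2OS cells transduced with KCNH2 3.1 mutant virus (1.77 x 10^8 /mL, 4 h), plated overnight at 37 C, loaded 45 min with FluxOr dye plus Red40 quencher. Thallium flux rate constant from kinetic reads after stimulation buffer, normalised to controls.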
TRPV1 agonist: agonists of human vanilloid receptor 1 (TRPV1) | 320,000 compounds, 0.19% hits | activation, % at 8.33 µM | TRPV1-expressing cells, Fluo-8 calcium influx, agonist mode | Q8NER1; in the data active = activation above about 80%; inconclusive = between about 30% and that limit; also: 0% is about no effect
Target sequence (Q8NER1 whole entry, looked up): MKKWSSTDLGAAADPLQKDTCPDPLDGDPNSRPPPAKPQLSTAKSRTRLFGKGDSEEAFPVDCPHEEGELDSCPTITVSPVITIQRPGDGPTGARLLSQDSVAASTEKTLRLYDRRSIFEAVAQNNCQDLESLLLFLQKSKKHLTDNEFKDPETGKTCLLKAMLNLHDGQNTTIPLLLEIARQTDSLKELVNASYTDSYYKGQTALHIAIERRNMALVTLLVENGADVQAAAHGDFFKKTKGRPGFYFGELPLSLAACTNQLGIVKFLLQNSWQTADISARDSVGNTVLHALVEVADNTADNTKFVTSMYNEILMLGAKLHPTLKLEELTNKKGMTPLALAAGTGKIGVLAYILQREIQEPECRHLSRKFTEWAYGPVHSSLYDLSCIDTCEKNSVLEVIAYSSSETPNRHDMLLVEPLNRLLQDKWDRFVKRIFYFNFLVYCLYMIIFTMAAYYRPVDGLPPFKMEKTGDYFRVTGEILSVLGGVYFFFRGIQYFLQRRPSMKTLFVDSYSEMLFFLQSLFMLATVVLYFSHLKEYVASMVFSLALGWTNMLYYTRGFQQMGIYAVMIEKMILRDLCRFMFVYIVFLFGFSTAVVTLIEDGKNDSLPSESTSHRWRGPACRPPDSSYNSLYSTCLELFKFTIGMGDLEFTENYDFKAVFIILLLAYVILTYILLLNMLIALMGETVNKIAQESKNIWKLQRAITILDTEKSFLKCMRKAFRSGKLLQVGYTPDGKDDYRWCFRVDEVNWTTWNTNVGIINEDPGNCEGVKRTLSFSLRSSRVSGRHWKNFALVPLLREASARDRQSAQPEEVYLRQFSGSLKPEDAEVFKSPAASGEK
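Cells expressing TRPV1 were dye-loaded with Fluo-8 and read kinetically: 10 s baseline, 3 min after compound (agonist portion), then 2 min after EC20 capsaicin (allosteric enhancer portion). Calcium-bound dye fluorescence at 480/520 nm.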
TCR activator: activates T cell receptor signaling; Potency, µM (series often up to 9.22 µM), without a hit: top-dose activation of IL-2 secretion, most hits filed as activators; primary human leukocytes, anti-CD3, IL-2 HTRF, 48 h; 330,000 tested, under 10 active; also: % of control where 0% means no effect
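Primary human leukocytes receive a-CD3 beads and test compound and are incubated 48 hr. Secreted IL-2 is then assayed by HTRF, measuring 665nm acceptor emission after 320nm excitation of the europium donor.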
Active calls of the source: *; ? = inconclusive; nt = no result given; [ ] = another dose, or the depositor's remark. Unless noted, calls follow the shape of the dose curve; as a rule, active = well fitted curve in the direction sought with a large enough effect; inconclusive = small, poorly fitted or top-dose-only effect, or another doubt; inactive = no such curve, though single readings can be large; an effect the other way counts as inactive or inconclusive. These rows are one share of the data; rates above refer to the full screens.

Structure	USP2a block	Eya2 phos inh	ELG1 repair inh	Mito fusion yeast	AT treatment	TSHR antagonist	KCNH2 WT inh	KCNH2 3.1 block	TRPV1 agonist	TCR activator
Nc1n[nH]c(N)c1N=Nc1cccc(F)c1	3%	-5%	13%	-15%	-2%	-7	35	15	3	-1%[46.1 µM]
CCc1nnc(NC(=O)CSc2nnc(CNc3cccc(Cl)c3)n2CC)s1	0%	-22%	-5%	0%	3%	-5	10	11	2	-2%
O=C(NCCS(=O)(=O)N1CCN(c2ccccc2F)CC1)c1ccc(Br)cc1	3%	-12%	8%	-1%	2%	-12	-1	-2	7	0%
CCc1ccc(C(C)NC(=O)c2cc(C)oc2C)cc1 (stereo not drawn)	1%	3%	-7%	-5%	-1%	0	-1	-1	7	7%
COc1ccc(/C=N/NC(=O)c2ccc(OC)c(OC)c2)cc1COc1c(F)c(F)c(F)c(F)c1F	-1%	-6%	-2%	1%	4%	-5	-4	-1	2	6%
CCOc1ccc(NC(=O)CN2CCN(CC(=O)Nc3ccc(Cl)c(C(F)(F)F)c3)CC2)cc1	1%	-12%	?	-9%	-2%	8	4	?	7	8%
CC(C)(CSc1nncn1/N=C/c1ccco1)NS(=O)(=O)c1ccc(Cl)cc1	2%	-11%	-9%	-2%	0%	-5	5	-2	-1	2%
Cc1ccc(C(=O)Nn2c(C)nc3ccccc3c2=O)cc1C	0%	-21%	-7%	13%	-9%	-5	1	14	16	0%
Cc1cc(C)c(S(=O)(=O)N(C)Cc2cnn(C)c2)c(C)c1	-1%	22%	-3%	-4%	3%	-1	1	13	0	1%
Cc1nn(CCC#N)c2[nH]c(=O)cc(C(F)(F)F)c12	2%	14%	7%	-1%	12%	-8	-8	0	0	0%
CCC(Oc1ccccc1)C(=O)Nc1cc(Cl)ccc1-n1cncn1 (stereo not drawn)	0%	-22%	nt	17%	-1%	-7	1	4	-7	2%
CCOC(=O)CSc1nc2c(c(=O)n1-c1ccc(OCC)cc1)SCC2	1%	7%	-19%	1%	1%	0	-3	5	-3	4%
Cc1sc2ncnc(N3CCC(C(=O)NNC(=O)COc4ccc(Br)cc4)CC3)c2c1C	-2%	-1%	?	21%	5%	-41	6	-5	-1	5%
CC(C)CN1C(=O)CC(Sc2ccccc2C(=O)O)C1=O (stereo not drawn)	0%	-14%	17%	-8%	4%	-3	-6	1	-3	9%
Nc1cc2c(cc1[N+](=O)[O-])OCCO2	2%	0%	16%	-1%	-6%	2	1	14	2	13%[46.1 µM]
Clc1ccc(-c2nc(-c3ccccn3)no2)cc1Cl	-3%	14%	?	0%	-3%	29	-7	4	6	nt
O=C(COC(=O)c1c2c(nc3ccccc13)CCCC2)c1ccc(Br)s1	3%	-16%	-29%	?	0%	1	1	-18	?	2%[46.1 µM]
O=C(c1cccs1)N1CCN(Cc2ccc3c(c2)OCO3)CC1	0%	0%	-20%	-4%	-5%	-21	0	-4	14	-9%
CC(C)CN(C(=O)C1CCCC1)C1CCS(=O)(=O)C1 (stereo not drawn)	0%	4%	12%	2%	13%	-7	8	-9	3	-7%
Cc1cc(C)cc(NC(=O)COC(=O)CCn2c(C)csc2=O)c1	0%	-7%	16%	1%	-14%	3	2	7	1	-1%
CCc1nnc(NC(=O)C2=NN(C3CCS(=O)(=O)C3)C(=O)CC2)s1 (stereo not drawn)	0%	3%	5%	-1%	11%	9	-11	-6	-1	13%
CC(C(=O)Nc1ccc(O)cc1)c1cccc(C(=O)c2ccccc2)c1 (stereo not drawn)	-1%	-3%	16µM*	4%	4%	-10	-12	1	?	2%
CCN(CC)Cc1c(O)ccc2c1O/C(=C\C=C\c1ccccc1)C2=O	?	27%	-16%	-1%	-23%	-12	5	4	14	5%
O=C(COC(=O)c1cncc(Br)c1)Nc1nc(-c2ccc(F)cc2)cs1	-2%	32%	?	4%	8%	0	-16	-5	nt	5%
CCOc1ccccc1N1CCN(Cc2cc3c(cc2[N+](=O)[O-])OCO3)CC1	-1%	-5%	0%	-3%	-2%	-11	5	-2	12	-3%
CC(=O)c1ccc(N2CCN(C(=O)C3CCN(S(=O)(=O)c4cccs4)CC3)CC2)cc1	1%	-10%	-4%	-9%	0%	1	19	-10	-2	-11%
CCOc1cc(C(=S)N2CCC(O)CC2)ccc1OS(=O)(=O)c1ccc(Br)cc1	1%	-4%	?	3%	3%	-14	6	-19	18	3%
Cc1nc(C)c(C(=O)NCc2ccccc2Cl)o1	-1%	6%	-16%	-5%	5%	7	-22	4	7	-4%
CC(=O)c1cccc(NC(=O)c2onc(C)c2Cl)c1	2%	4%	?	6%	-3%	7	-7	-18	-3	1%
Cc1ccc(C)c(N2CCN(C(=S)NC3CCCCC3)CC2)c1	-1%	1%	24%	-4%	-4%	0	1	19	-1	3%[46.1 µM]

Taken from above:
KCNH2 WT inh, `Clc1ccc(-c2nc(-c3ccccn3)no2)cc1Cl` stands at -7
USP2a block, `CCC(Oc1ccccc1)C(=O)Nc1cc(Cl)ccc1-n1cncn1` (stereo not drawn) stands at 0%
AT treatment, `COc1ccc(/C=N/NC(=O)c2ccc(OC)c(OC)c2)cc1COc1c(F)c(F)c(F)c(F)c1F` stands at 4%

Further structures follow.
Structure	USP2a block	Eya2 phos inh	ELG1 repair inh	Mito fusion yeast	AT treatment	TSHR antagonist	KCNH2 WT inh	KCNH2 3.1 block	TRPV1 agonist	TCR activator
O=C(Nc1ccc2c(c1)CCC2)C1CCN(c2ncccn2)CC1	2%	7%	14%	-3%	-1%	-5	-11	-10	-2	2%
Cc1c(C(=O)O)cccc1-n1c(C)cc(/C=N/Nc2ccc([N+](=O)[O-])cn2)c1C	1%	-10%	31%	6%	-6%	-9	-13	-16	2	-7%
O=C1NC(=O)C(CC(=O)N(Cc2ccco2)C2(C(=O)NC3CCCC3)CCCCC2)N1 (stereo not drawn)	0%	-2%	-3%	2%	5%	-3	19	12	4	3%
Cc1cc(N)n(-c2ncnc3scc(-c4ccccc4)c23)n1	1%	3%	0%	-1%	0%	-3	-1	0	-5	5%
CCCCn1c(N)c(N(CCOC)C(=O)c2ccc(S(=O)(=O)N3CCC(C)CC3)cc2)c(=O)[nH]c1=O	0%	13%	18%	1%	-10%	-1	1	2	0	-3%
O=C(Nc1ccc(F)cc1)C1CC(=O)n2c(nc3ccccc32)N1 (stereo not drawn)	2%	-2%	-1%	-3%	4%	6	3	6	1	13%[46.1 µM]
CC(C)c1ccc(-n2cccc2/C=C2/C(=N)N3C=CSC3=NC2=O)cc1	-13%	2%	16µM*	-12%	-3%	-13	-1	7	4	-2%[46.1 µM]
CCN(CC)S(=O)(=O)c1cc(Br)ccc1OC	-1%	3%	7%	-3%	0%	19	1	6	9	-1%
O=C(N/N=C/C=C\c1cccc([N+](=O)[O-])c1)c1ccccn1	1%	-19%	?	-1%	-5%	6	8	-5	7	10%[46.1 µM]
CCN(Cc1nc2cc(Cl)ccc2c(=O)[nH]1)C(=O)c1cccc(OCc2c(C)noc2C)c1	0%	-6%	?	-5%	-6%	9	-1	6	0	7%
COC(=O)/C(C#N)=C(/Nc1ccc(F)c(Cl)c1)C(F)(F)F	1%	-3%	18%	-9%	-1%	11	-1	-8	1	-3%
CC(C)(C)OC(=O)CNC(=O)c1[nH]cnc1C(=O)N[C@@H](CCCCN)C(=O)OC(C)(C)C	2%	3%	10%	nt	-7%	5	-6	14	nt	-5%

An excerpt of these results, with values under each structure.
Every second line gives: USP2a block, Eya2 phos inh, ELG1 repair inh, Mito fusion yeast, AT treatment, TSHR antagonist, KCNH2 WT inh, KCNH2 3.1 block, TRPV1 agonist, TCR activator
> CCN(CC)S(=O)(=O)c1cc(Br)ccc1OC
    -1%, 3%, 7%, -3%, 0%, 19, 1, 6, 9, -1%
> O=C(N/N=C/C=C\c1cccc([N+](=O)[O-])c1)c1ccccn1
    1%, -19%, ?, -1%, -5%, 6, 8, -5, 7, 10%[46.1 µM]

A second format for three compounds above:
Below each SMILES – USP2a block, Eya2 phos inh, ELG1 repair inh, Mito fusion yeast, AT treatment, TSHR antagonist, KCNH2 WT inh, KCNH2 3.1 block, TRPV1 agonist, TCR activator
O=C(N/N=C/C=C\c1cccc([N+](=O)[O-])c1)c1ccccn1
    1%, -19%, ?, -1%, -5%, 6, 8, -5, 7, 10%[46.1 µM]
CCN(Cc1nc2cc(Cl)ccc2c(=O)[nH]1)C(=O)c1cccc(OCc2c(C)noc2C)c1
    0%, -6%, ?, -5%, -6%, 9, -1, 6, 0, 7%
COC(=O)/C(C#N)=C(/Nc1ccc(F)c(Cl)c1)C(F)(F)F
    1%, -3%, 18%, -9%, -1%, 11, -1, -8, 1, -3%
